HTT cytoprotect = cytoprotection in Huntington HTT-Q103 PC12 cell model; PC12 HTT-Q103 induced, cytoprotection, ATP luminescence, 40 h; AID 1471; 230,000 tested, 0.14% active; Potency, µM (series often up to 56.4 µM), for the others: cytoprotection (ATP increase), usual class: activators;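 also: % of control where 0% means no effect; nearly all actives have a fitted effect of over 45% in size; toxic huntingtin expression switched on by the ecdysone agonist tebufenozide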
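Stable PC12 Q103-GFP cells in serum-supplemented, phenol red-free DMEM; induction by tebufenozide at 100 nM final; compound dose series; cell viability quantified luminescently from ATP.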
HttQ103 aggreg = inhibitors of mutant huntingtin aggregate formation in PC12 cells. PC12 HttQ103-GFP aggregates, Acumen cytometry, 40 h. Potency, µM (highest dose often 46.1 µM), for inactives: at the top dose activity change, negative = inhibition, hits mostly inhibitors. 220,000 tested, 1.1% active; also: % is scaled to controls: 0 for no effect and ±100 for the full control effect; nearly all actives have a fitted effect of over 60% in size
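Steps: seed 1500 PC12 HTTQ103-GFP cells/well; add tebufenozide, 100 nM final; add compound titration; add ATPLite reagent; quantify GFP aggregates by laser scanning cytometry.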
GAA spleen mod = lysosomal alpha-glucosidase (human) modulation; P10253; human spleen homogenate, 4-MU-alpha-glucoside fluorescence; Potency, µM (doses to about 79.9 µM), for inactives: top-dose activity change, negative = inhibition, usual class: inhibitors; 240,000 tested, 0.006% active;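 also: 0% = enzyme with vehicle and -100% = no enzyme basal signal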
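AC50 values come from Hill-equation fits of concentration-response data, normalized to no-enzyme and full-activity controls. Enzyme source: 1 ug human spleen homogenate; 1 mM fluorogenic 4-MU glucoside, pH 5.0 citrate buffer, 37 C, 40 min.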
GAA glycogen mod = GAA glycogen-cleavage inhibition or activation. P10253. recombinant GAA, glycogen substrate, Amplex Red glucose oxidase fluorescence. Potency, µM (doses to about 76.4 µM), inactives show at the highest dose activity change, negative = inhibition, most hits filed as inhibitors. 300,000 tested, 0.38% active. AID 2100;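 also: 0% = full enzyme reaction and -100% = no-enzyme basal signal; the screen sought inhibitors and activators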
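Recombinant human enzyme (4 nM); glycogen substrate; 37 C, 40 min, pH 5.0. Readout: coupled glucose oxidase/Amplex Red fluorescence.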
GAA inhib = blocks human lysosomal alpha-glucosidase; 200,000 tested, 0.005% active; purified human GAA, 4-MU-alpha-glucoside fluorescence; Potency, µM (titrated, usually from 76.9 µM), inactives show at the top dose activity change, negative = inhibition, actives largely listed as inhibitors; P10253;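 also: plate controls were uninhibited enzyme wells for no effect and no-enzyme background for full effect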
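AC50 values come from Hill fits of compound titrations (up to 77 uM) against 4 nM human enzyme. Substrate 4-methylumbelliferyl-alpha-D-pyranoside at 400 uM, pH 5.0 citrate buffer, 20 min room temperature; fluorescence Ex 365/Em 440 after alkaline stop.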
IMPase Li cell = IMPase inhibition in cells with lithium potentiation. CHO-M1 cells, IP1 TR-FRET (IP-One), carbachol + lithium. AID 1457. Potency, µM (highest dose often 59.4 µM), for inactives: at the highest dose activity, negative = IMPase inhibition, usual class: inhibitors. 210,000 tested, 0.35% active;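 also: IP1 builds up when IMPase is blocked and the TR-FRET signal falls; plate controls were basal vehicle for no effect and high inhibitor control for full effect; nearly all actives have a fitted effect of over 50% in size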
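Test compounds were applied to CHO-M1 cells previously cultured for 16–30 h at 2000 per well. A small lithium amount accompanied them; after 30 min at 37C, IP1 was quantified by TR-FRET.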
RGS12 GoLoco inh = RGS12 GoLoco-Gai1 interaction inhibition. P63096. Gai1:RGS12 GoLoco peptide FP, rhodamine, 10 min. Potency, µM (doses to about 61.6 µM), inactives show at the highest dose activity, negative = inhibition, actives largely listed as inhibitors. 230,000 tested, 0.44% active. AID 880; active = well fitted inhibition curve with a large enough effect, not every such curve was filed as active; inactive = no such curve, though single readings can be large or run the other way; also: % is scaled to controls: 0 for no effect and ±100 for the full control effect; nearly all actives have a fitted effect of over 30% in size; many of its hits are not listed in these tables
Target sequence (P63096 whole entry, looked up): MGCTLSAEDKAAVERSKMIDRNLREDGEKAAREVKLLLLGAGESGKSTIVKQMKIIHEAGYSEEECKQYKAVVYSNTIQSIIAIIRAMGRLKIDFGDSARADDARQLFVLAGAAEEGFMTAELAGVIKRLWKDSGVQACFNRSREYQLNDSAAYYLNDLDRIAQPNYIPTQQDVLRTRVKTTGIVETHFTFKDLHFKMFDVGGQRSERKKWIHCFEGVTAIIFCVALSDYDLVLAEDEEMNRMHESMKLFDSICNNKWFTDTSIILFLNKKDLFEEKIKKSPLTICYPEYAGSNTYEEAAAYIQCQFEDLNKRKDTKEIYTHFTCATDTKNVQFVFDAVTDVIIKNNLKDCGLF
Numbers without * were called inactive; ? = inconclusive; . = not tested or not shown; & = joins results of further samples; [ ] = another dose, or the depositor's remark. Unless noted, calls follow the shape of the dose curve; as a rule, active = well fitted curve in the direction sought with a large enough effect; inconclusive = small, poorly fitted or top-dose-only effect, or another doubt; inactive = no such curve, though single readings can be large; an effect the other way counts as inactive or inconclusive. Potency is read from the fitted curve at half-maximal effect.

SMILES	HTT cytoprotect	HttQ103 aggreg	GAA spleen mod	GAA glycogen mod	GAA inhib	IMPase Li cell	RGS12 GoLoco inh
CCNC(=O)C1CCN(S(=O)(=O)c2ccc(F)cc2)CC1	-15.5%[10 µM]	16.9%	-2.2%	-1.5%	0.1%	-2.6%[38.3 µM]	-2.7%
O=C(CN(C(=O)CCC(=O)Nc1nccs1)c1ccc2c(c1)OCO2)NCC1CCCO1 (stereo not drawn)	9.6%[10 µM]	20.7%	-2.3%	-2.5%	-1.0%	5.7%[38.3 µM]	4.8%
NC(N)=NC[C@@H]1COC2(CCCCC2)O1	18.5%[17.1 µM]	15.3%[20.6 µM]	1.0%[29.1 µM]	.	.	-1.8%	5.6%[21.6 µM]
NCC(O)COc1ccc2c(c1)OCO2 (stereo not drawn)	-0.9%[0.074 µM]	-0.9%	-7.0%	-2.2%	-5.4%	13.8%[38.3 µM]	-2.8%
Cc1cc(C)c2[nH]c(=O)c(CN(Cc3ccc4c(c3)OCO4)Cc3nnnn3C3CCCC3)cc2c1	-24.0%[10 µM]	?	-0.1%	-3.9%	-6.9%	39.8%[activator][38.3 µM]	2.4%
C=CCn1c(C(C)NC(=O)COC)nc2ccccc21 (stereo not drawn)	0.9%[10 µM]	-6.8%	7.5%	-5.5%	3.3%	14.5%[38.3 µM]	10.4%
CCN(CC)C(=O)CN1C(=O)C2(NC(=O)c3ccccc3N2)c2ccccc21 (stereo not drawn)	15.3%[10 µM]	4.1%[9.22 µM]	2.1%	12.1%	.	-4.1%	0.7%
Cc1ccccc1N=C1c2cc([N+](=O)[O-])ccc2-c2ncccc21	12.2%[10 µM]	5.7%	0.7%	4.6%	-12.5%	17.3%	-3.0%
CCCOc1ccc(C(=O)OCC(=O)c2c(N)n(C)c(=O)n(C)c2=O)cc1OC	-8.3%	2.1%	2.3%	1.9%	-6.2%	-0.2%	15.8%
Cc1ncsc1CCC(=O)N1CCCC(C(=O)c2cccc(Cl)c2)C1 (stereo not drawn)	-5.4%[10 µM]	-13.0%[9.22 µM]	-13.2%	21.1%	?	9.8%	106.6%[activator]
CCC1OC(=O)CC(O)C(C)[C@@H](O[C@@H]2OC(C)[C@H](O[C@@H]3C[C@@](C)(O)C(O)C(C)O3)C(N(C)C)C2O)[C@H](CC=O)CC(C)C(=O)/C=C/C(C)=C/[C@@H]1COC1OC(C)C(O)C(OC)[C@@H]1OC (stereo partly drawn)	-30.1%[inhibitor]	23.6%	1.7%	.	.	-1.5%	2.1%
CCCCNC(=S)NNC(=O)c1sccc1C	-35.4%	4.9%	-1.2%	?	-2.1%	0.0%[38.3 µM]	13.8%
Cc1ccc(C)c(NC(=O)C2CCC(C)(C(=O)O)C2(C)C)c1 (stereo not drawn)	-2.1%	?	-5.7%	7.7%	-12.2%	-4.5%[38.3 µM]	-10.3%
O=C(CSCc1nc2c(nnn2Cc2ccc(F)cc2)c(=O)[nH]1)Nc1c(Cl)cc(Cl)cc1Cl	-35.4%[inhibitor]	-10.7%	5.4%	-4.3%	1.6%	?	28.0%
CCc1nnc(N/N=C/c2ccccc2Cl)n1N	-7.6%	-2.6%	-9.0%	?	-4.9%	0.0%[38.3 µM]	0.3%
S=C1COC(c2ccccc2)N1c1ccccc1 (stereo not drawn)	-1.6%[10 µM]	-14.8%	-4.5%	0.0%	-4.1%	4.5%	-7.1%
COc1ccc(Cl)cc1S(=O)(=O)N1CCN(C)CC1	-3.4%	-3.4%	5.5%	-7.5%	-3.9%	7.1%[38.3 µM]	1.7%
Cn1ccc(C(=O)N2CCCc3ccccc32)n1	-13.0%	-13.2%	0.3%	-11.2%	0.6%	0.4%[38.3 µM]	4.7%
COc1ccc(/C(C)=N\NS(=O)(=O)c2ccccc2)cc1OC	8.5%[10 µM]	11.2%	-5.5%	-2.2%	-0.7%	3.9%	0.8%
O=C(CNC(=O)c1cccs1)N/N=C/c1c[nH]c2ccccc12	-19.6%	-2.0%	8.1%	0.8%	-4.8%	-8.2%	4.6%
CCOC(=O)C1=C(C)Nc2ccccc2N=C1NC(=O)C(CC)c1ccccc1 (stereo not drawn)	27.8%[10 µM]	2.7%	-4.6%	-0.4%	-2.4%	-3.1%	3.5%
COc1ccccc1CN(Cc1cc2c(C)ccc(C)c2[nH]c1=O)Cc1nnnn1Cc1ccco1	-2.3%[1.9 µM]	?	-0.8%	-2.8%	-8.2%	33.1%[activator][38.3 µM]	7.5%
COc1ccc(CCNC(=S)NCCc2c[nH]c3ccccc23)cc1	8.1%	14.0%	2.4%	-5.4%	-4.7%	27.5%	1.2%
COc1ccccc1-n1c(SCC(=O)Nc2ccc(Br)cc2)nc(O)cc1=O	8.7%[10 µM]	-9.2%[9.22 µM]	5.3%	-1.6%	.	.	22.6%
COc1ccc(-n2c(C)nn(CCOc3ccccc3)c2=O)cc1	?	5.0%	-1.9%	10.7%	-25.1%	0.7%	0.0%

One compound at a time (already shown).
`CCNC(=O)C1CCN(S(=O)(=O)c2ccc(F)cc2)CC1` is entered as HTT cytoprotect = -15.5%[10 µM]; HttQ103 aggreg = 16.9%; GAA spleen mod = -2.2%; GAA glycogen mod = -1.5%; GAA inhib = 0.1%; IMPase Li cell = -2.6%[38.3 µM]; RGS12 GoLoco inh = -2.7%
`CCN(CC)C(=O)CN1C(=O)C2(NC(=O)c3ccccc3N2)c2ccccc21` (stereo not drawn) is entered as HTT cytoprotect = 15.3%[10 µM]; HttQ103 aggreg = 4.1%[9.22 µM]; GAA spleen mod = 2.1%; GAA glycogen mod = 12.1%; GAA inhib = .; IMPase Li cell = -4.1%; RGS12 GoLoco inh = 0.7%

Next entries
SMILES	HTT cytoprotect	HttQ103 aggreg	GAA spleen mod	GAA glycogen mod	GAA inhib	IMPase Li cell	RGS12 GoLoco inh
O=c1[nH]nc(Cc2ccc3ccccc3n2)c2ccccc12	-14.1%	15.5%	-7.0%	-0.2%	-9.8%	.	.
O=C(c1cccnc1)N1CCN(Cc2cccc(Br)c2)CC1	?	?	-7.0%	4.7%	-4.3%	8.9%[38.3 µM]	-32.1%
CS(=O)(=O)N1CCN(c2ccccc2NC(=O)Cc2ccccc2)CC1	1.3%	-12.9%	3.8%	3.6%	-15.0%	8.1%[38.3 µM]	6.6%
N#CC1C(C#N)N2CCCN2C1c1ccc(Br)cc1 (stereo not drawn)	1.7%[10 µM]	-3.1%[9.22 µM]	0.2%	?	-6.4%	.	9.1%
CC(C)(C)C(=O)Nc1cc(C(F)(F)F)ccc1N1CCOCC1	-6.2%[1.9 µM]	-6.6%	-6.8%	-4.7%	-0.7%	11.4%	7.6%
O=C(NCCCN1CCOCC1)c1ccc(Br)cc1	-12.2%	-6.2%	4.3%	-7.5%	-3.7%	-6.2%[38.3 µM]	10.4%
OC[C@@H]1CCCN1Cc1cn(-c2ccccc2)nc1-c1ccc2c(c1)OCO2	-55.7%[inhibitor]	7.8%	-8.5%	4.7%	-23.5%	.	11.0%
Cc1cc(C)nc(SCC(=O)N/N=C/c2cccn2-c2cccc(C(F)(F)F)c2)n1	-10.7%	17.3%	-20.7%	-0.2%	-0.1%	0.3%[38.3 µM]	-34.1%
NC(=O)CCC(NS(=O)(=O)c1ccc(Cl)cc1)C(=O)NCc1ccccc1Cl (stereo not drawn)	28.4%[10 µM]	11.5%	-2.9%	-8.3%	3.4%	1.7%	8.1%
CCc1ccccc1NC(=O)CN(C)C(=O)CSc1nnc(Nc2cccc(C)c2)s1	.	1.2%	-6.9%	-2.6%	-2.9%	14.6%	-1.9%
Cc1cc(C)nc(N/N=C/c2cn[nH]c2-c2ccc(F)cc2)n1	22.8%[10 µM]	6.6%[9.22 µM]	3.5%	-17.1%	.	.	-8.6%
COc1ccc(-n2cccc2C=O)cc1OC	-19.5%	2.3%	-0.7%	9.9%	2.2%	0.0%[38.3 µM]	6.2%
Cc1ccc(OCC(=O)NNC(=O)C(=O)NC(C)(C)C)cc1	4.9%[10 µM]	-9.7%	-8.6%	13.9%	1.9%	2.8%	6.0%
O=S(=O)(Cc1ccccc1)c1nnnn1C1CCCCC1	-3.9%	.	-2.5%	.	.	17.1%	1.8%
CC1CCN(c2ccc(/C=C(\C#N)c3nn(-c4ccccc4)c(N)c3C#N)cc2[N+](=O)[O-])CC1	9.5%[10 µM]	-1.8%	6.6%	-4.7%	-0.5%	3.4%	-10.7%
CC(C)COC(=O)c1ccc2c(c1O)C(=O)c1ccccc1C2=O	-9.3%	?	-7.8%	-0.8%	6.6%	4.9%[38.3 µM]	-4.7%
CCn1c(SCC(=O)n2c(C)c(C)c3ccccc32)nnc1-c1ccco1	11.8%	-11.0%	-6.8%	-9.7%	4.8%	30.4%[38.3 µM]	-6.8%
CCOC(=O)CC(=O)CSc1[nH]c(=O)cc(C)c1C#N	-2.3%	15.6%	2.3%	-1.4%	-5.5%	-8.9%[38.3 µM]	4.1%
CC(=O)OCC(CCn1cnc2cnc(N)nc21)COC(C)=O	?	-3.8%	-1.7%&2.5%	1.8%	-1.5%[15.4 µM]	-2.9%	8.7%&9.2%
O=C(CSc1nnc(-c2ccc(F)cc2)c2ccccc12)Nc1c(F)cccc1F	11.6%[10 µM]	14.8%	7.1%	-0.8%	-6.4%	4.4%	15.5%
CCC(C)(C(=O)Nc1ccccc1C)N(C(=O)CNC(C)=O)c1ccccc1C (stereo not drawn)	-8.3%[10 µM]	16.5%	8.1%	0.5%	-2.8%	-4.5%	2.1%
O=C(/C=C/Nc1ccccc1Oc1ccccc1)c1ccco1	-28.0%	?	-2.9%	-10.2%	-5.5%	8.6%	21.4%
C=CCN1CC(c2nc3ccccc3n2Cc2cccc3ccccc23)CC1=O (stereo not drawn)	-30.2%	11.2%	-13.3%	-10.5%	?	2.2%[38.3 µM]	5.7%
Cc1c(CNC(=O)c2cnn3c2NC(c2ccccc2)CC3C(F)(F)F)cnn1C (stereo not drawn)	3.2%[10 µM]	-13.1%[9.22 µM]	-2.7%	-14.6%	-5.9%	5.5%[38.3 µM]	4.0%
Cc1cc2c(c(N3CCOCC3)n1)C(=O)OC2	31.9%[10 µM]	7.4%	4.2%	4.8%	-3.8%	-1.3%[38.3 µM]	8.5%
O=C(NCc1cn2ccccc2n1)c1ccc(Br)o1	-6.5%	1.2%	4.7%	3.6%	0.7%	24.6%[38.3 µM]	11.6%

Two consecutive records already listed:
SMILES	HTT cytoprotect	HttQ103 aggreg	GAA spleen mod	GAA glycogen mod	GAA inhib	IMPase Li cell	RGS12 GoLoco inh
O=c1[nH]nc(Cc2ccc3ccccc3n2)c2ccccc12	-14.1%	15.5%	-7.0%	-0.2%	-9.8%	.	.
O=C(c1cccnc1)N1CCN(Cc2cccc(Br)c2)CC1	?	?	-7.0%	4.7%	-4.3%	8.9%[38.3 µM]	-32.1%

Some of the compounds tested. The share of hits here may be higher or lower than overall.
